FadD28 binding = inhibitors of FadD28 bisubstrate probe binding, primary screen, biochemical, fluorescence polarization, single point; inhibition, % at 12.5 µM; 360,000 tested, 0.22% active; Mycobacterium tuberculosis FadD28 fatty-acid-AMP ligase; in the data active = inhibition above about 8.5%, passing the limit was not always enough; inconclusive = no clear call, values can overlap the other calls
GDH-TPI inh = GDH-TPI coupling enzyme inhibitors, primary screen, artefact control for M. tuberculosis FBA inhibitor project, biochemical, absorbance, full deck; GDH-TPI coupled enzyme counterscreen, NADH absorbance; inhibition, % at 4.8 µM; 360,000 tested, 1.2% active; AID 588335, 2011; in the data active = inhibition above about 30%;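 note: 0% = DMSO wells and 100% = wells lacking the enzyme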
BoNT-F LC inh = BoNT/F light chain protease inhibitors, primary screen, biochemical, flow cytometry, MLPCN library; Multiplex microsphere protease cleavage assay; inhibition, % at 10 µM; Botulinum neurotoxin type F light chain protease (Clostridium botulinum); 360,000 tested, 0.22% active; in the data active = inhibition above about 35%, passing the limit was not always enough; inconclusive = no clear call, values can overlap the other calls; note: plate controls were buffer without enzyme for full effect and enzyme alone for no effect
PfHsp40 rescue = rescue of yeast from PfHsp40 toxicity, primary screen, S. cerevisiae, ATP luminescence. S. cerevisiae expressing PfHsp40, growth rescue. growth rescue, % at 12.5 µM. 340,000 tested, 0.68% active; in the data active = growth rescue above about 28%, passing the limit was not always enough; inconclusive = no clear call, values can overlap the other calls;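 note: yeast W303a lacking pdr1 and pdr3 grown in galactose medium; growth measured after three days at 30 °C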
Anthrax LF inh2 = Bacillus anthracis LF protease inhibitors, primary screen, biochemical, multiplex microsphere, MLPCN library | Lethal factor (Bacillus anthracis), P15917 | multiplex microsphere protease cleavage assay | inhibition, % at 10 µM | 360,000 tested, 0.12% active | AID 588501, 2011; note: plate controls were buffer without enzyme for full effect and enzyme alone for no effect
Mtb UGM inh = M. tuberculosis UGM enzyme inhibitors, primary screen, biochemical, fluorescence polarization, single point. inhibition, % at 10 µM. 320,000 tested, 0.06% active. AID 504406, 2011. purified UGM, fluorescence polarization probe displacement. UDP-galactopyranose mutase (Mycobacterium tuberculosis (strain ATCC 25618 / H37Rv)), …; in the data active = inhibition above about 10%, passing the limit was not always enough; inconclusive = no clear call, values can overlap the other calls
Target sequence (P9WIQ1 whole entry, looked up): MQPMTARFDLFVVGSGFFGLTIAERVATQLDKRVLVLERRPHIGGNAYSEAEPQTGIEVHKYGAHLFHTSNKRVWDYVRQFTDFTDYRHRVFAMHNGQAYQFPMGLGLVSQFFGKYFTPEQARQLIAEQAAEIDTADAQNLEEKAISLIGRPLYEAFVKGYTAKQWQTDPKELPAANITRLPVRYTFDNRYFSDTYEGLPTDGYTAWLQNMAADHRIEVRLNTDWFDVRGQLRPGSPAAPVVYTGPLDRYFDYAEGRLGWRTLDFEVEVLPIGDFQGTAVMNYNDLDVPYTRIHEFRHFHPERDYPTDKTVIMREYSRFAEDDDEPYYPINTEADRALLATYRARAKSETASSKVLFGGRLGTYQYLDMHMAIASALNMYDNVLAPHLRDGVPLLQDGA
FBA Mtb inh = Mtb FBA enzyme inhibitors, primary screen, biochemical, fluorescence, strain H37Rv | Fructose-bisphosphate aldolase (Mycobacterium tuberculosis (strain ATCC 25618 / H37Rv)), … | purified M. tuberculosis FBA, fluorescence read-out | inhibition, % at 1 µM | 360,000 tested, 2.3% active; in the data active = inhibition above about 27%;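 note: 0% = vehicle and 100% = reference inhibitor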
Target sequence (P9WQA3 whole entry, looked up): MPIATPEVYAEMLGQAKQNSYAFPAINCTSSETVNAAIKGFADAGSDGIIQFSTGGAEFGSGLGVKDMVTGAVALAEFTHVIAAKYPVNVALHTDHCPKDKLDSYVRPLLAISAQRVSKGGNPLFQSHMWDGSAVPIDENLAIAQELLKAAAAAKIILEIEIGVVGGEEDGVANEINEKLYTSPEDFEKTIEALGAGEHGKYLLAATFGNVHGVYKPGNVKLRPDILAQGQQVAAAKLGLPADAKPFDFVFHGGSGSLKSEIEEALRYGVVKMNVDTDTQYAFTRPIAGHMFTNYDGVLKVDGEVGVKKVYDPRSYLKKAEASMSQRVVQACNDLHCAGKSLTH
BioA inh = M. tuberculosis BioA enzyme inhibitors, primary screen, biochemical, plate reader, single point, HTS. 7,8-diaminopelargonic acid synthase BioA (Mycobacterium tuberculosis). purified M. tuberculosis BioA enzyme. inhibition, % at 9.99 µM. 360,000 tested, 0.096% active; in the data active = inhibition above about 40%; inconclusive = no clear call, values can overlap the other calls
BoNT A protease = BoNT/A light chain protease inhibitors, primary screen, biochemical, flow cytometry, MLPCN library | Botulinum neurotoxin type A light chain protease (Clostridium botulinum A str. ATCC 3502) | multiplex microsphere protease substrate cleavage | inhibition, % at 10 µM | 360,000 tested, 0.17% active | AID 588499, 2011; note: plate controls were buffer without enzyme for full effect and enzyme alone for no effect
Active calls of the source: *; ? = inconclusive; · = not tested or not shown; + = active, no number. Cut-off read from the data, not from the text of the source, unless noted: active = inhibition above about 30%; inconclusive = no clear call, values can overlap the other calls; inactive = below that.

SMILES	FadD28 binding	GDH-TPI inh	BoNT-F LC inh	PfHsp40 rescue	Anthrax LF inh2	Mtb UGM inh	FBA Mtb inh	BioA inh	BoNT A protease
Cn1cc(Br)c(C(=O)Nc2sc3c(c2C#N)CCC3)n1	-0.5	11	-3	·	-1	-0.7	-1	-1.8	0.5
Cc1c(/C(O)=C2\C(=O)C(=O)N(CCCN(C)C)C2c2ccco2)cnn1-c1ccccc1 (stereo unspecified)	-2.2	-4	-6	-1.5	2	·	3	-0.5	-0.2
FC(F)(F)c1nnc2ccc(NCc3ccccc3)nn12	-2.9	0	-7	-0.6	-4	5.8	5	·	-0.7
Cc1nn2c(Nc3ccccc3)c3c(nc2c1-c1ccccc1)CCC3	-5.4	-6	-3	0.8	-3	0.3	-1	1.2	-0.7
CC1CC2=C(C(=O)O1)C(c1ccccc1)Nc1ccccc1N2 (stereo unspecified)	1.7	22	-29	-0.6	-1	0.4	0	·	-1.4
CCN(CCO)Cc1csc2ccc(C(C)(C)C)cc12	-2.6	5	-5	1.5	-1	-1.8	-2	·	0.5
CC(=O)Nc1ccc2c(c1)OCO2	-0.8	3	-8	-0.6	2	0.6	0	·	-0.8
COc1ccc(C(=O)NC2CC(C)(C)Cc3c2cnn3-c2ccccc2C)c(OC)c1OC (stereo unspecified)	0.5	-5	-6	0.5	-4	0.4	-3	-0.6	-2.5
COc1cc(C(=O)Nc2cc3c4c(c2)CC(=O)N4CCC3)cc(OC)c1OC	-3.2	-7	4	2.2	0	-0.8	0	0.4	-0.2
CCOC(=O)c1ccc(OCc2nc(-c3cccs3)no2)cc1	-2.2	-2	8	0.4	-7	-0.1	0	-1.4	0.2
Cc1[nH]n(-c2ccccc2)c(=O)c1C=Nc1ccc(S(=O)(=O)N=C(N)N)cc1	1.0	23	6	-0.7	1	-0.1	-2	-3.0	0.4
C=CCN1C(=O)CSc2ccc(C(=O)N3CCC(C)CC3)cc21	-3.3	9	-7	-0.1	-3	3.3	-1	0.7	-0.7
CC1(C)CC(=O)C(C=NCC2CCN(C(=S)Nc3ccccc3)CC2)=C(O)C1	-0.3	-1	-11	·	6	-4.8	-2	0.0	-1.8
COc1cc(OC)c(S(=O)(=O)NC(C)C)cc1C(=O)O	0.7	6	3	-0.8	-4	3.2	2	0.6	-0.3
CC(=O)N1C(C)c2ccccc2C(C)(C)CC12CCCCC2 (stereo unspecified)	-0.5	5	-4	2.8	0	0.2	1	·	0.3

Structural class: the compounds so far with a thiophene ring, fused or not
SMILES	FadD28 binding	GDH-TPI inh	BoNT-F LC inh	PfHsp40 rescue	Anthrax LF inh2	Mtb UGM inh	FBA Mtb inh	BioA inh	BoNT A protease
Cn1cc(Br)c(C(=O)Nc2sc3c(c2C#N)CCC3)n1	-0.5	11	-3	·	-1	-0.7	-1	-1.8	0.5
CCN(CCO)Cc1csc2ccc(C(C)(C)C)cc12	-2.6	5	-5	1.5	-1	-1.8	-2	·	0.5
CCOC(=O)c1ccc(OCc2nc(-c3cccs3)no2)cc1	-2.2	-2	8	0.4	-7	-0.1	0	-1.4	0.2

(cont.)
SMILES	FadD28 binding	GDH-TPI inh	BoNT-F LC inh	PfHsp40 rescue	Anthrax LF inh2	Mtb UGM inh	FBA Mtb inh	BioA inh	BoNT A protease
CC1CCN(C2=NN3C(=N)/C(=C\c4ccc(OC(=O)c5ccco5)cc4)C(=O)N=C3S2)CC1	-1.5	5	0	0.0	-3	-3.7	1	0.1	0.3
CCCN(CC1CC1)C(=O)CCc1nnc(CCc2c[nH]c3ccccc23)o1	-1.9	7	0	-0.9	-1	1.4	-5	·	0.2
Cc1ccc(/C(N)=N/OC(=O)c2ccc3c(c2)OCO3)cc1	0.7	0	-3	-1.0	-1	-1.4	-1	·	-1.5
COc1ccccc1NC(=O)C(=O)N/N=C(\C)CC(=O)Nc1ccccn1	1.3	6	0	-1.9	-1	-0.2	8	-3.2	0.1
O=C(C1=C[C@@H](c2coc3ccccc3c2=O)C[C@@H](OCc2ccc(CO)cc2)O1)N1CCN(Cc2ccccc2)CC1	-2.7	-5	-4	0.5	7	-0.2	-3	-1.0	0.0
COc1cc(/C=C2/SC(=S)N(Cc3ccccc3)C2=O)ccc1OCC(=O)O	0.3	11	-7	9.3	10	-1.9	-2	-0.6	28
Nc1ccc2c(c1)OC1(CCCCC1)O2	-2.0	0	-10	-1.0	-6	·	-4	·	-0.2
O=C(COC(=O)/C=C/c1ccco1)Nc1ccc(F)cc1Cl	-4.0	5	-6	-1.6	1	0.3	-6	·	-0.1
CC(=O)c1ccc(NC(=O)c2cccc(N3C(=O)c4ccccc4C3=O)c2)cc1	-1.3	10	-5	0.0	0	0.9	2	1.5	-1.7
CCOc1ccc(C(=O)NCC(=O)N2CCN(Cc3ccccc3)CC2)cc1	0.0	0	·	-1.0	·	-1.9	0	0.8	·
O=C(O)c1cc(-c2ccccc2)nn1CC1CC(c2cccnc2)=NO1 (stereo unspecified)	0.6	-3	9	0.3	-9	1.3	0	-0.9	-0.2
CC(C)(C)c1cc(CP(=O)(c2ccccc2)c2ccccc2)cc(C(C)(C)C)c1O	-1.7	15	?	-0.5	12	-0.4	-1	0.2	?
C=CCc1ccccc1OCC(O)CNC(=O)c1ccccc1C(=O)O (stereo unspecified)	-4.2	5	-6	-0.1	-2	0.7	1	0.8	-0.1
NS(=O)(=O)c1ccc(NC(=O)COC(=O)CCNC(=O)NC23CC4CC(CC(C4)C2)C3)cc1	4.7	7	-10	-1.4	0	1.7	0	-0.1	-0.6
C[C@@H]1O[C@@H](O[C@@H]2[C@@H](O)[C@H](OCCc3ccc(O)c(O)c3)O[C@H](CO)[C@H]2OC(=O)/C=C/c2ccc(O)c(O)c2)[C@H](O)[C@H](O)[C@H]1O	-1.3	15	-12	-0.3	2	0.1	-3	0.1	-1.7
Cc1ccc(C(=O)Nc2nc3ccccc3[nH]2)cc1	0.0	6	-8	-3.5	-4	8.6	0	-6.7	-2.3
NC(=O)CC(NC(=O)c1ccc(Br)cc1)c1ccc(N2CCN(c3ccccc3)CC2)c([N+](=O)[O-])c1 (stereo unspecified)	-5.5	-2	6	-0.8	0	-7.6	-4	-0.2	0.2
Cc1ccsc1/C=N/NC(=O)C(=O)NCC(C)C	0.0	20	1	0.8	-4	-0.6	0	-2.6	0.1
O=C(N/N=C/c1ccccc1)C1CCCN1C(=O)c1cc([N+](=O)[O-])cc([N+](=O)[O-])c1 (stereo unspecified)	0.4	5	10	1.0	10	-1.5	2	1.3	2.1
COc1cc(/C=N/Nc2ccc(Cl)c(C(=O)O)c2)ccc1OC(=O)c1ccco1	4.0	13	-4	-1.0	0	-2.1	4	1.6	-0.2
COc1ccc(-c2ccc(CO)o2)cc1N	-3.1	-10	-6	-1.1	-5	0.0	15	·	0.1
CCCC(=O)C1CCN(Cc2ccccc2)CC1	-0.2	10	-1	-1.4	3	0.8	-1	-1.3	0.4
CC(=O)Nc1cccc(NS(=O)(=O)c2cn(C)c(=O)n(C)c2=O)c1	-3.5	-1	-67	-0.5	2	0.8	1	-1.7	-3.1
Cc1ccc(C(=O)N/C(=C\c2cccc([N+](=O)[O-])c2)C(=O)OCN2C(=O)c3ccccc3C2=O)cc1	-1.0	1	2	0.5	-2	-1.3	0	·	-0.1
S=C(NCCc1ccccc1)NC1CCCCCC1	-0.8	-4	13	88*	-2	1.6	0	-1.0	-0.5
O=C(CCCN1C(=O)c2ccccc2C1=O)Nc1ccc(Br)cn1	-0.3	0	-10	0.2	0	-0.4	3	-3.1	-1.1
CC(C)(C)OC(=O)C[C@H]1C/C=C\C[C@@H](CC(=O)N[C@H](CO)Cc2ccccc2)C(=O)NC[C@@H](c2ccccc2)OC1=O	-0.4	-9	-2	1.8	-6	-3.0	2	3.5	-0.1
COc1cc(S(=O)(=O)n2ccnc2)ccc1Br	-2.4	-3	-5	0.0	-1	2.6	-1	·	-0.3
CCn1c(-c2csc(-c3ccccc3)n2)n[nH]c1=S	-1.1	10	-11	0.5	-6	0.3	-3	-2.7	-0.1
CCN(CC)CCN(C(=O)c1ccc2c(c1)CCCC2)c1nc2cc(OC)c(OC)cc2s1	-4.9	0	-6	2.7	-1	2.7	-4	-2.1	-0.7
CCCC1CC(C)(/C(C)=N\NC(N)=S)OC1=O (stereo unspecified)	-0.8	-9	-5	-0.9	-4	1.2	1	-0.9	-1.6
COc1cc2[nH]c(=S)nc(NC3CCCCCC3)c2cc1OC	-4.4	5	4	-1.1	-2	0.9	1	·	0.2
CC(C)c1nc(SCC(=O)N2CCCC2)c2ccccc2n1	-0.6	12	1	0.4	0	2.8	-2	6.6	?
Cc1ccc(C2C(C#N)C(C#N)N3CCCN23)cc1 (stereo unspecified)	-2.4	8	9	-0.5	2	-0.6	6	-0.2	-0.1
CCN(CC)S(=O)(=O)c1ccc2c(c1)nc(SCn1nnc3ccccc3c1=O)n2CC	-1.2	-13	-1	2.8	0	-0.9	2	-0.9	-0.8
COc1ccc(CCNC(=O)CN2CCC(n3nnc4cc(F)ccc43)CC2)cc1OC	-2.9	1	-3	-1.2	1	·	1	0.2	-0.2
COc1ccc([C@H]2CC(=O)C=C(c3ccc(NC(C)=O)cc3)C2)cc1OC	-1.5	37*	0	1.1	0	2.3	7	2.6	-0.3
COc1ccccc1N1CCN(C(c2cccs2)C(C)NC(=O)C(=O)N2CCCCC2)CC1 (stereo unspecified)	-3.3	6	0	-0.7	-5	-1.0	1	0.8	-0.6
O=C(/C=C/c1cccc(C(F)(F)F)c1)OCC(=O)N1CCN(c2ccccc2)CC1	-0.3	4	7	0.5	-4	-3.4	0	-0.5	-0.1
CN(N)C(=S)NCc1ccccc1	-0.1	-3	-8	-0.6	3	3.4	+	-1.6	-0.7
Cc1ccc(C2=NS(=O)(=O)N(C)C(C(=O)Nc3ccc(F)cc3F)=C2)cc1	-2.4	26	4	1.3	-2	-0.2	-3	0.1	0.3
CCc1cccc(C)c1NC(=S)N(CCCN1CCOCC1)Cc1cccnc1	-2.8	-2	-2	0.3	-6	0.4	-1	6.0	0.2
COC(=O)CCNC(=O)c1ccc2[nH]c(C)c(C)c2c1	-1.1	5	2	0.4	-1	0.4	4	·	0.7
CCNC(=O)C1(C)CCCN1C(=O)c1ccc(C#N)cc1 (stereo unspecified)	-0.9	-1	-3	·	0	·	3	-0.7	-0.1
CCOC(=O)c1c(NC(=O)C2CCCN(S(=O)(=O)c3ccc(C)cc3)C2)sc2c1CCCC2 (stereo unspecified)	-1.2	-1	-9	-0.1	-1	-0.5	-1	-1.0	-0.3
CC(C)(C)OC(=O)C[C@@H]1C/C=C\C[C@H](CC(=O)N(CCO)Cc2ccccc2)C(=O)N[C@@H](Cc2c[nH]c3ccccc23)COC1=O	-1.4	7	-3	0.3	-1	1.4	-2	-1.6	0.4
COc1ccc(/C=N/NC(=O)c2ccn[nH]2)cc1Cn1nc(C)c([N+](=O)[O-])c1C	-0.5	13	-5	·	-3	1.4	0	-0.6	-0.5
O=C(CC(=O)c1ccncc1)c1ccccc1	-2.3	15	5	-1.6	0	·	-3	·	0.2
COc1ccc(CN2CCC(CNC(=O)NC3CCCCC3)CC2)cc1	-4.8	0	29	1.8	10	1.0	0	-1.2	-0.2

Compound activity from PubChem BioAssay.
